# Compound activity: PubChem BioAssay, National Center for Advancing Translational Sciences (NCATS)
# CCT modulator: modulators of cytosolic chaperonin (CCT/TRiC) activity; hit rate 0.3% among 360,000; activity change, % (no concentration beside the values), hits read low; AID 651819; purified chaperonin ATPase assay, HTRF ADP detection, 30 min; in the data active means activity change below about -30%; further: on the % scale 0 is the no-effect control and ±100 the full control effect
#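 TRiC at 40 or 20 nM final (batch-dependent) in 30 mM Tris pH 7.4, 100 mM KCl, 5 mM MgCl2, 1 mM DTT, with compound at single 76 uM and 10 uM ATP, 30 min at 37 deg C. ADP detected by HTRF Transcreener, 665/615 ratio.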
# D3 ag: D3 dopamine receptor (human) agonism; hit rate 0.58% among 410,000; D3R DiscoveRx beta-arrestin cells, luminescence, 90 min; max activation, %; in the data active means max activation above about 30%; further: 0% is about no effect; mostly tested at two doses, the higher about 12 µM
# Target sequence (P35462 whole entry, looked up): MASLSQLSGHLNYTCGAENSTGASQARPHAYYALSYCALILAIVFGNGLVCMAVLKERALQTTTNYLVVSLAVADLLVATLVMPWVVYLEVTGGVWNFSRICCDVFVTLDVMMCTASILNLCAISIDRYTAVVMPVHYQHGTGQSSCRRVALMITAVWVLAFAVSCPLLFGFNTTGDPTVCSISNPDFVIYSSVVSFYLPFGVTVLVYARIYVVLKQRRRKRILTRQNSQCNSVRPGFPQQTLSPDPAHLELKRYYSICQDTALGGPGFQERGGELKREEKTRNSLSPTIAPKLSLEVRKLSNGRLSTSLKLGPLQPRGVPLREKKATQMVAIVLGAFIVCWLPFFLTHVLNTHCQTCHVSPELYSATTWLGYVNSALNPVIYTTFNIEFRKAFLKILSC
#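 Agonist-mode cell screen: cells plated at 1500/well and incubated overnight at 37 °C, then exposed to library compounds for 90 min at 37 °C. Detection reagent was added for 30–60 min at room temperature, and luminescence was read.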
# EPAC2 ag: activates human EPAC2 exchange factor; Q8WZA2; EPAC2 activation, biochemical qHTS; response scale: 100% = 6.5 mM cAMP response; Potency, µM (series often up to 154 µM), for inactives: at the highest dose activation, actives largely listed as activators; hit rate 0.079% among 360,000; AID 720711; further: potency means the concentration at half of the fitted maximal effect; nearly all actives have a fitted effect of over 50% in size
#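 Guanine nucleotide exchange by EPAC2 is measured as reduced fluorescence of BODIPY-GDP once it is released from 250 nM Rap1B. Plates are read kinetically for 30 min at room temperature; results are scaled to 6.5 mM cAMP.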
# PTHR1 agonist: activates the human parathyroid hormone receptor PTHR1 | HEK293 GP2 PTHR1 cells, GloSensor cAMP luminescence, 1 h | hit rate 0.075% among 410,000 | Q03431 | Potency, µM (top dose mostly 115 µM), without a hit: at the top dose activation, most hits filed as activators; further: potency means the concentration at half of the fitted maximal effect; nearly all actives have a fitted effect of over 55% in size; some results filed as inactive show a strong effect at the top dose; inactives centre near -15; many of its hits are not listed in these tables
# Target sequence (Q03431 whole entry, looked up): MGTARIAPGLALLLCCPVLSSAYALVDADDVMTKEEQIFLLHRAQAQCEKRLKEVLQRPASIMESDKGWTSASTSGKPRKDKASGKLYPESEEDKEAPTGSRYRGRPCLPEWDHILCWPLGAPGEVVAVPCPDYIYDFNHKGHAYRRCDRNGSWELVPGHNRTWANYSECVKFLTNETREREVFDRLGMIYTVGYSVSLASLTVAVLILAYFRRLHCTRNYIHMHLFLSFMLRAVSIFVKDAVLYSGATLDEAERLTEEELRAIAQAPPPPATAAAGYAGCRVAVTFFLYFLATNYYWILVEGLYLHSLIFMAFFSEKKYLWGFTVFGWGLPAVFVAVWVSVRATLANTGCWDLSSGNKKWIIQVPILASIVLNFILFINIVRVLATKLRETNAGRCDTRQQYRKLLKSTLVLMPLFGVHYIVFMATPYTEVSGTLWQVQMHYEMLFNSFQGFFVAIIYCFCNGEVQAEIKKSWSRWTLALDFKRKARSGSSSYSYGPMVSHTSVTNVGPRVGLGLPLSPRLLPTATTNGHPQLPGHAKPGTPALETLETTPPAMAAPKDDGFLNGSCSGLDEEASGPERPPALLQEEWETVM
#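 HEK-293-derived GP2 cells expressing PTHR1 and a GloSensor cAMP reporter, 3,000/well, plated overnight, given luciferin plus IBMX (each 0.5 mM as added) for 1 h at 37 °C, then compound for 1 h at 37 °C. Luminescence was read after 15 min at room temperature.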
# DRD3 antagonist: antagonists of human D3 dopamine receptor | P35462 | D3R cells, DiscoveRx beta-arrestin luminescence, antagonist mode; stronger effect = lower value | max response, negative = inhibition, % | hit rate 2.5% among 360,000; in the data active means max response below about -50%; inconclusive means no clear call, values can overlap the other calls; further: on the % scale 0 is the no-effect control and ±100 the full control effect; mostly tested at two doses, the higher about 12 µM
#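 Cells plated overnight at 1500 cells/well, then exposed to library compounds with dopamine controls for 90 minutes at 37 degrees C. DiscoveRx reagent added for 30–60 minutes at room temperature; luminescence read, quantitative HTS format.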
# Akt phos inh: blocks phosphorylation of Akt | Neuro2A IGF-stimulated pAkt S473 HTRF, 20 min; stronger effect = lower value | activity change, % for hits at 50 µM | hit rate 0.32% among 360,000 | AID 651550; in the data active means activity change below about -80%; inconclusive means mostly about -51% to -80%; further: on the % scale 0 is the no-effect control and ±100 the full control effect
#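 Single-point screen (50 µM final compound) in Neuro2A cells stimulated 20 min with 6 nM IGF at 37 deg C. After lysis, Ser473-phosphorylated Akt read by HTRF (ex 330 nm, em 615/665 nm) as the 665/615 ratio.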
# MmCpn inh: blocks the Methanococcus maripaludis chaperonin Mm-Cpn; purified Mm-Cpn ATPase, ADP Transcreener TR-FRET; Potency, µM (doses to about 76.9 µM), without a hit: at the top dose activity, negative = inhibition, most hits filed as inhibitors; hit rate 0.031% among 330,000; further: potency means the concentration at half of the fitted maximal effect; on the % scale 0 is the no-effect control and ±100 the full control effect; nearly all actives have a fitted effect of over 80% in size
#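 Reaction buffer contained 30 mM Tris pH 7.4, 100 mM KCl, 5 mM MgCl2 and 1 mM DTT. Mm-CPN (25 nM final) hydrolysed 10 uM ATP over 30 min at 37°C; ADP was read by HTRF.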
# EPAC2 antagonist: EPAC2 (human) antagonism | Q8WZA2 | EPAC2 GEF exchange of Rap1B-BODIPY-GDP, fluorescence | Potency, µM (top dose mostly 114 µM), without a hit: at the highest dose activity, negative = inhibition, most hits filed as inhibitors | hit rate 0.18% among 360,000; further: potency means the concentration at half of the fitted maximal effect; on the % scale 0 is the no-effect control and ±100 the full control effect; nearly all actives have a fitted effect of over 45% in size; many of its hits are not listed in these tables
# * hit, by the source's call; i = inactive; u = inconclusive; x = not tested or not shown; [ ] = dose if it differs, or a comment. Unless noted, the call rests on the fitted dose curve; in most records, active means well fitted curve in the direction sought with a large enough effect; inconclusive means small, poorly fitted or top-dose-only effect, or another doubt; inactive means no such curve, though single readings can be large; an effect the other way counts as inactive or inconclusive. This is a subset; count on the stated rates, not on these rows.
SMILES,CCT modulator,D3 ag,EPAC2 ag,PTHR1 agonist,DRD3 antagonist,Akt phos inh,MmCpn inh,EPAC2 antagonist
COc1ccc2cc3cc(C(=O)NC(C)C)oc3nc2c1,-0.3,-1,13%,0%[57.5 µM],-1,i,-12%,-3%
COc1cc2cc(C(=O)NC(C)c3cccc4ccccc34)c(N)nc2cc1OC (stereo not drawn),0.4,7,11%,1%,52,i,x,-3%
CCOC(=O)N1CCN(Cc2cn[nH]c2-c2cccc3ccccc23)CC1,0.6,0,10%,i,-4,i,-1%,7%
Cc1onc(-c2ccccc2Cl)c1C(=O)NCc1nc(-c2ccccc2)no1,0.1,4,12%,-37%[inhibitor],-21,i,0%,-17%
CN1CCN(c2ccccc2NC(=O)c2ccccc2F)CC1,1.5,-3,-2%,u,-22,i,3%,-7%
COc1ccc(F)cc1-c1cc(NC(C)=O)c2ncc(-c3cccc(C(F)(F)F)c3)n2c1,-0.3,3,-9%,-31%[inhibitor],10,i,x,10%
COc1cc2c(cc1OC)CN(Cc1nc3ccsc3c(=O)[nH]1)CC2,-2.4,-1,0%,i,2,i,0%,-2%
CSCc1ccc(C(=O)Nc2ccc(C(N)=O)cc2)cc1,2.3,2,-10%,-19%,14,i,-3%,9%
CN[C@H]1C[C@H]2c3cc(N4CCN(C)CC4)ccc3CCN2C(=O)[C@H]1[C@H](C)O,1.7,-9,9%,1%,-6,i,x,10%
CCCNC(=O)C1(C)CCCN(C(=O)c2ccc(OC)cc2OC)C1 (stereo not drawn),-0.7,6,-2%,-22%,4,i,x,22%
O=c1ccc2c(o1)/C(=C/C=C(Cl)Cl)CCC2,-1.3,-8,3%,i,-27,i,-3%,0%
CC(=O)NC(c1cccc([N+](=O)[O-])c1)c1ccc2cccnc2c1O (stereo not drawn),1.6,27,4%,-9%,-26,i,2%,u
Cc1ccc(NC(=O)CSCc2cc(=O)n3nc(C4CC4)sc3n2)cc1,-2.6,-3,-7%,-20%,18,i,1%,-10%
CCOC(=O)Cc1csc(NS(=O)(=O)c2ccc(C(F)(F)F)cc2)n1,1.0,21,6%,i,-3,i,0%,-2%
COc1cccc(C2CC(c3ccccc3C)n3nc(N)nc3N2)c1 (stereo not drawn),0.1,1,5%,6%,-27,i,-2%,13%
CCOC(=O)c1ccc(NC(=O)CSC2=NC(=O)C(CC)C(=O)N2)cc1 (stereo not drawn),-1.9,0,13%,-5%[57.5 µM],-18,i,-3%,-5%
Cc1ccccc1/C=C\c1nc2ccccc2c(=O)[nH]1,-0.2,9,5%,-18%,-11,i,-4%,-3%
COc1cc(CCN2C(=O)c3cccc4cccc(c34)C2=O)c(S(=O)(=O)NCCO)cc1OC,-1.6,-8,8%,i,4,i,-2%,-1%
CCOC(=O)N1CCN(C(=O)COc2ccccc2Cl)CC1,-0.5,5,3%,-1%[57.5 µM],10,i,-1%,8%
CCCCC(=O)Nc1ccc2c(c1)nc(CN1CCN(C(=O)OCC)CC1)n2C,-2.4,22,1%,-11%,6,i,2%,-1%
Cc1noc(C)c1NC(=O)N(C)C[C@@H]1Oc2ncc(Br)cc2C(=O)N([C@@H](C)CO)C[C@H]1C,0.5,5,2%,-18%,0,i,x,-12%
COc1ccc([C@H]2CC(=O)C=C(c3cccc(CO)c3)C2)cc1,0.3,3,12%,-41%[inhibitor],-25,i,-1%,-28%
Cc1cc(C)cc(SCc2noc(C(=O)NCc3ccccc3)c2C(=O)NCc2ccccc2)c1,-0.1,8,6%,-21%,-1,i,-1%,12%
Cc1ccc(NC(=O)COC(=O)COc2cccc3c2OC(C)(C)C3)c(C)c1,1.4,2,4%,i,12,i,-1%,16%
CN1CCN(Cc2cccc3ncccc23)CC1CCO (stereo not drawn),-0.3,-3,3%,i,1,i,0%,9%

# Quoted from the results shown, 6 compounds:
SMILES,CCT modulator,D3 ag,EPAC2 ag,PTHR1 agonist,DRD3 antagonist,Akt phos inh,MmCpn inh,EPAC2 antagonist
CCOC(=O)N1CCN(Cc2cn[nH]c2-c2cccc3ccccc23)CC1,0.6,0,10%,i,-4,i,-1%,7%
Cc1onc(-c2ccccc2Cl)c1C(=O)NCc1nc(-c2ccccc2)no1,0.1,4,12%,-37%[inhibitor],-21,i,0%,-17%
CN1CCN(c2ccccc2NC(=O)c2ccccc2F)CC1,1.5,-3,-2%,u,-22,i,3%,-7%
COc1ccc(F)cc1-c1cc(NC(C)=O)c2ncc(-c3cccc(C(F)(F)F)c3)n2c1,-0.3,3,-9%,-31%[inhibitor],10,i,x,10%
COc1cc2c(cc1OC)CN(Cc1nc3ccsc3c(=O)[nH]1)CC2,-2.4,-1,0%,i,2,i,0%,-2%
CSCc1ccc(C(=O)Nc2ccc(C(N)=O)cc2)cc1,2.3,2,-10%,-19%,14,i,-3%,9%

# The listing continues:
SMILES,CCT modulator,D3 ag,EPAC2 ag,PTHR1 agonist,DRD3 antagonist,Akt phos inh,MmCpn inh,EPAC2 antagonist
CCCCC(=O)OCC(=O)c1[nH]c(C)c(C(=O)OCC)c1C,-2.4,-6,-6%,-4%[57.5 µM],15,i,1%,0%
CCC/C=N/NC(=O)c1cc(-c2ccccc2)nc2ccccc12,0.5,-4,4%,1%,1,i,-2%,-7%
COc1ccc(N(C(=O)c2ccc3c(c2)OCO3)C2C=CS(=O)(=O)C2)c(OC)c1 (stereo not drawn),-0.5,4,2%,i,0,i,-3%,-4%
O=C(C(Cc1ccccc1)n1cccc1)N1CCN(c2ccccc2)CC1 (stereo not drawn),-1.1,-9,3%,-41%[inhibitor],0,i,2%,-2%
CCCCCNC(=O)C(c1ccc(C#N)cc1)n1c(=O)c(-c2ccco2)nc2ccccc21 (stereo not drawn),x,-3,-5%,-7%,-10,i,x,28%
Cc1cccc(N2C(=S)N=C(Nc3c(C)cccc3C)C23CCOC(C)(C)C3)c1 (stereo not drawn),-0.8,4,-27%[15.6 µM],i,24,x,3%,8%
CN(C)C(/C=C/Nc1ccc(C#N)cc1)=C(C#N)C#N,-1.2,-6,2%,i,10,i,-2%,11%
CC(=O)C(=Cc1cc(C)n(-c2ccccc2)c1C)C(C)=O,-1.8,-7,9%,-22%,1,i,-8%,8%
O=C(COC(=O)c1ccc(S(=O)(=O)N2CCOCC2)cc1)NC1CCCCCC1,-2.2,2,0%,-19%[57.5 µM],-8,i,-1%,11%
COc1ccc(C2CC(=O)Nc3ccccc3S2(=O)=O)cc1OC (stereo not drawn),-2.2,4,7%,-14%[57.5 µM],5,i,-1%,0%
O=C(c1ccccc1Br)N(Cc1ccccc1)c1ccccc1,-4.1,5,10%,-19%,8,i,-12%,u
CCc1csc(CNC(=O)C2CCC(=O)N(Cc3cccc(OC)c3)C2)n1 (stereo not drawn),-1.1,2,7%,-32%[inhibitor],14,i,x,9%
O=C(Nc1nccs1)C1CCCN1S(=O)(=O)c1cccc2cccnc12 (stereo not drawn),-0.8,-14,7%,-18%,-57*,i,-1%,9%
CCCN(CCC)C(=O)c1cc(-c2ccc3c(c2)OCO3)nc2ccccc12,-0.5,2,14%,-19%,45,i,-10%,-6%
CC1CCCCN1C(=O)Nc1cccc(C(F)(F)F)c1 (stereo not drawn),0.4,2,1%,i,-11,i,3%,-11%
COc1ccc(NC(=O)CN(C)C(C)C(=O)NC(=O)NC2CCCCC2)cc1 (stereo not drawn),-3.1,-2,6%,-23%,8,i,-3%,-7%
Cc1cc(-c2nnc(SCC(=O)Nc3nccs3)o2)no1,-0.4,9,14%,i,31,i,-2%,-4%
Nc1nsc2ccccc12,-4.1,-17,1%,-17%[57.5 µM],-27,i,0%,-1%
CCOC(=O)COc1c(OC)cc(Cl)cc1C1NC(=O)NC(C)=C1C(C)=O (stereo not drawn),-4.5,1,-1%,i,17,i,-2%,6%
On1cnnc1-c1ccccc1,2.6,-4,6%,i,-4,-91%*,-2%,2%
C1=C[C@H]2CC[C@@H]1N(c1ccccc1)O2,-1.0,16,1%,i,0,i,0%,-4%
Cn1ccnc1COc1ccc(C=O)cc1,-0.4,1,-2%,i,24,i,2%,-1%
COC(=O)C1=CN(c2ccc3c(c2)OCO3)C(N)=C(C#N)C1c1ccc(-c2ccccc2)cc1 (stereo not drawn),x,-5,13%,-34%[inhibitor],u,i,x,-1%

# Filtered by structure: those above containing an aryl thioether with sulfur outside any ring (2)
SMILES,CCT modulator,D3 ag,EPAC2 ag,PTHR1 agonist,DRD3 antagonist,Akt phos inh,MmCpn inh,EPAC2 antagonist
Cc1cc(C)cc(SCc2noc(C(=O)NCc3ccccc3)c2C(=O)NCc2ccccc2)c1,-0.1,8,6%,-21%,-1,i,-1%,12%
Cc1cc(-c2nnc(SCC(=O)Nc3nccs3)o2)no1,-0.4,9,14%,i,31,i,-2%,-4%

# One compound at a time, from the list above. Order of values: CCT modulator, D3 ag, EPAC2 ag, PTHR1 agonist, DRD3 antagonist, Akt phos inh, MmCpn inh, EPAC2 antagonist
# Record of CC(=O)C(=Cc1cc(C)n(-c2ccccc2)c1C)C(C)=O = -1.8, -7, 9%, -22%, 1, i, -8%, 8%
# Record of Nc1nsc2ccccc12 = -4.1, -17, 1%, -17%[57.5 µM], -27, i, 0%, -1%
